MITF primary = human MITF inhibition, primary screen | inhibition, % at 2.6 µM | AlphaScreen MITF homodimerization, bead proximity signal | O75030 | 650,000 tested, 0.91% active; in the data active means inhibition above about 50%;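 further: 0% = vehicle wells with protein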
GPR151 ag = activators of human GPR151 | 650,000 tested, 1% active | AID 1508602 | PathHunter beta-arrestin GPR151 cells, luminescence | activation, % at 11.2 µM; in the data active means activation above about 4.9%;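 further: 0% = median of compound wells and 100% = cells with positive control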
Target sequence (Q8TDV0 whole entry, looked up): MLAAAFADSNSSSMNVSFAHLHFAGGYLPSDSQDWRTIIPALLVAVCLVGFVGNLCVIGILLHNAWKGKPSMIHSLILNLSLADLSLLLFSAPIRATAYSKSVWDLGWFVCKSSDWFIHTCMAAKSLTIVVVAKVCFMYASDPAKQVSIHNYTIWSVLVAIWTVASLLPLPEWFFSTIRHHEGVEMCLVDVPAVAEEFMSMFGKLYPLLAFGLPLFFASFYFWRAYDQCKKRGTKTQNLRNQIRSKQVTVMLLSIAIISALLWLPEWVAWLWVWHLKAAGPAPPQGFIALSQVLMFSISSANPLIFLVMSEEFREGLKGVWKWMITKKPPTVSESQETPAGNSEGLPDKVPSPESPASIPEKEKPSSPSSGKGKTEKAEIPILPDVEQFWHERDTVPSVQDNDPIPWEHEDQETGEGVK
FBW7 activator = human FBW7 E3 ligase activation, primary screen | Q969H0 | AlphaScreen FBW7–phospho-cyclin E peptide binding, activator screen | normalized activity (activation), % at 26.1 µM | 650,000 tested, 0.13% active | AID 1259310; in the data active means normalized activity above about 1.9%;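 further: purified mutant Fbw7 with reduced substrate affinity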
Target sequence (Q969H0 whole entry, looked up): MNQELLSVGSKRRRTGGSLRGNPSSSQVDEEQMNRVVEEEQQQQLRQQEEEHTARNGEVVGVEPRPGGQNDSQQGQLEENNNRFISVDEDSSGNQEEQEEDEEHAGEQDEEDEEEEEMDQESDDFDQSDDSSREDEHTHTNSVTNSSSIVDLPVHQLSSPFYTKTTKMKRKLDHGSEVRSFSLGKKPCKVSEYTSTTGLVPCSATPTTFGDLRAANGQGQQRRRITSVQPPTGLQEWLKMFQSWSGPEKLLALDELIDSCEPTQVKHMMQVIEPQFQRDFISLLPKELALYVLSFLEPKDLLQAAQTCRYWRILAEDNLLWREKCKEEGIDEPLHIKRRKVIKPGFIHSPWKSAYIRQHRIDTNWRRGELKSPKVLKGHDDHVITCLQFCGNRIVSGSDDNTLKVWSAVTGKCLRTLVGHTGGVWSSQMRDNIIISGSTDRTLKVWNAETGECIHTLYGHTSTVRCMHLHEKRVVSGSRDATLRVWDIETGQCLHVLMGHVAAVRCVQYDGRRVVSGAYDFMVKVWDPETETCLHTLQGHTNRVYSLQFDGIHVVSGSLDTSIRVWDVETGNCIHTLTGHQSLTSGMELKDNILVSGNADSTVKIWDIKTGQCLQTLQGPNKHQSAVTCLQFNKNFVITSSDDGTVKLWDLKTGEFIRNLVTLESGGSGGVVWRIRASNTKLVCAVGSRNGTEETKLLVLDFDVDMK
TEAD-YAP inh = TEAD-YAP interaction inhibition. HEK-TIYL cells, TEAD-Gal4/YAP UAS-luciferase luminescence. inhibition, % at 9.12 µM. 640,000 tested, 1.4% active. AID 1259422; in the data active means inhibition above about 32%;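 further: 0% = median of test compound wells and 100% = reference inhibitor wells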
* hit, by the source's call; & = joins results of further samples.

SMILES	MITF primary	GPR151 ag	FBW7 activator	TEAD-YAP inh
O=C(CNS(=O)(=O)c1ccc2c(c1)OCCO2)N/N=C/c1ccco1	9	0.6	0.1	4
Cc1cc(CN(C)C(=O)CC2(c3cccc(F)c3)CC(=O)N(Cc3cccnc3)C2=O)n[nH]1 (centres undefined)	13	12*	0.3	0
COC(=O)c1c(NC(=S)N(C)Cc2c(C)nn(C)c2C)sc2c1CCC2	8	-1.3	0.1	2
COc1ccc2ncc(S(=O)(=O)c3ccc(C)cc3)c(N3CCOCC3)c2c1	7	3.4	0.1	-2
COc1ccc(/C=C2/C(=O)N(c3ccc(Br)cc3)N=C2C)c(OC)c1	10	-1.4	0.3	14
COc1ccc2c(c1)CC(C(=O)Nc1ccc(-c3ccncc3)cc1OCCN1CCCC1)CO2 (centres undefined)	6	-0.8	-0.3	-1
CCOC(=O)c1c[nH]c2c(OC)cc3c4ccccc4oc3c2c1=O	5	1.0	0.0	5
CCNc1nc(NC(C)C)nc(SCCO)n1	-9	-0.5	-0.2	3
COCc1nc2ccccc2n1Cc1noc(-c2ccco2)n1	-2	0.1	0.0	-7
O=C(Nc1ccccc1C(=O)c1ccccc1)c1ccc2c(c1)OCO2	-3	-0.1	-0.2	7
CCOC(=O)CSc1ccc(C(=O)N2CCN(c3ccccn3)CC2)cc1[N+](=O)[O-]	3	-0.1	0.1	-5
C=CCSc1ncnc2sc(C)c(C)c12	6	5.3*	0.1	0
O=C(CSc1nc2ccsc2c(=O)n1NC(=O)c1ccccc1)NCc1ccco1	0	2.4	0.0	-14
CC(C)N(CCNC(=O)c1ccnc(Nc2nc3ccccc3n2C)c1)C(C)C	25	-1.3	-0.1	1
COc1ccccc1NC(C)C(=O)N/N=C(\C)c1ccc(Br)cc1 (centres undefined)	8	-1.5	0.2	12
CN(CC(=O)Nc1ccc(F)c(F)c1)S(=O)(=O)c1cccc2cccnc12	-5	2.1	-0.1	-5
CCOc1ccc(/C=C2\N=C(c3ccccc3Br)OC2=O)cc1	-11	1.3	0.1	0
CC(C)CN1C(=O)NC(Cc2cccc(F)c2)(C2CCN(Cc3ccoc3)CC2)C1=O (centres undefined)	5	-1.5	-0.1	1
CN(C)c1ccc(NC(=O)CSc2nnc(NC(=O)Cc3cccs3)s2)cc1	-7	-0.8	0.1	-22
CC1CCN(CCCN2C(=O)C3C(C(=O)Nc4cccc(Cl)c4)C4C=CC3(O4)C2C(=O)NC2CCCCC2)CC1 (centres undefined)	-7	-0.1	0.1	-1
COCCNc1nc2ccc(C)cc2[nH]1	-13	-1.9	0.0	-32
CC(=O)NC(NC(=S)Nc1cccc(C(=O)O)c1)C(Cl)(Cl)Cl (centres undefined)	13	0.1	0.1	3
O=C(N/N=C/c1cc([N+](=O)[O-])ccc1O)c1ccccc1O	87*	0.0	-0.5	7
Cc1cccc(-n2ncc3c(NCc4ccc(F)cc4)ncnc32)c1	-5	-0.9	-0.1	-12
CC(=O)Nc1scc2c1c(=O)oc1ccccc12	0	-1.2	0.0	-6
O=C1NC(=O)C(=Cc2ccc(OC3CCCC3)cc2)C(=O)N1	-1	2.1	-0.2	-10
O=C(Nc1cc(Cl)cc(Cl)c1)c1cc2n(n1)C(C(F)(F)F)CC(c1ccc(Cl)cc1)N2 (centres undefined)	-9	0.7	-0.1	-12
O=C(Nn1c(-c2cccc(Cl)c2)nc2ccccc2c1=O)c1ccc(Cl)c(Cl)c1	16	0.5	1.1	0
CN(Cc1ccco1)S(=O)(=O)c1ccc(CN2C(=O)c3cccnc3C2=O)cc1	15	-0.7	-0.3	0
O=C(NCCc1cccc(Cl)c1)c1ccccc1[N+](=O)[O-]	10	-1.8	0.2	-18
CCCCN(C)S(=O)(=O)c1ccc(C(=O)Nc2sc3c(c2C(=O)OCC)CCN(C(C)=O)C3)cc1	-6	1.2	0.0	10
COc1ccc(-c2ccc(/C=N\NC(=O)C3C(=O)NCC3c3ccccc3)o2)cc1Cl (centres undefined)	16	-1.2	0.8	-32
O=C1C2C3c4ccccc4C(c4ccccc43)C2C(=O)N1/N=C/c1ccco1 (centres undefined)	18	-2.1	0.1	2
O=C(CCN1C(=O)c2ccccc2C1=O)NCCc1ccccc1	15	-0.1	-0.1	-2
CCS(=O)(=O)N1CCN(c2ccc([N+](=O)[O-])c(NC)c2)CC1	8	0.1	-0.2	7
COC(=O)c1ccc(N=Nc2c(O)[nH]c(=O)[nH]c2=O)cc1	-8	-0.9	0.0	-4
CC(C)(C)C(=O)Nc1nnc(-c2ccc([N+](=O)[O-])cc2)s1	-3	0.5	-0.2	-36
CCOC(=O)Cc1ccc(N(Cc2ccc(Cl)cc2)S(=O)(=O)c2cc(C(=O)Nc3ccc(OCC)cc3)ccc2F)cc1	4	0.4	0.0	-3
CCCCCCCn1c(=O)c(C2=NS(=O)(=O)c3ccccc3N2)c(O)c2ccccc21	1	0.1	-0.1	-3
Cc1cccc(N2C(=O)c3ccc(C(=O)Nc4cc(C(=O)O)cc(C(=O)O)c4)cc3C2=O)c1C	5	2.0	0.1	13
C/C(=N\NC(=O)c1cccs1)c1ccc(Cl)c(Cl)c1	3	-1.9	-0.3	-60
COc1ccc(-n2c(SC)nc3c(c2=O)C2(CCCCC2)Cc2ccccc2-3)cc1	-3	-0.4	-0.1	-4
COC(=O)NNC(=O)c1cc([N+](=O)[O-])cc([N+](=O)[O-])c1	-7	0.2	-0.1	0
CC(C)CNC(=O)C(=O)Nc1cccc(Cl)c1	16	-1.3	0.6	-87
CC(C)(C)CC(C)(C)c1ccc(O)c(CN2CCN(Cc3cc(C(C)(C)CC(C)(C)C)ccc3O)CC2)c1	3	4.1	-0.1	-18
CN1CCCN(c2nc(-c3ccccc3)nc3ccccc23)CC1	-7	2.2	0.1	-5
O=C(c1nc2sccn2c1CN1CCN(c2ccc(Cl)cn2)CC1)N1CCCCC1	11	-0.7	0.1	14
O=S(CCc1ccncc1)C1Cc2cccc3cccc1c23 (centres undefined)	-6	-0.1	0.0	1
Cc1ccc(NC(=O)Cn2cnc3sc(C(=O)NCc4cccnc4)c(C)c3c2=O)cc1Cl	2	-0.3	0.0	4
COc1ccc([N+](=O)[O-])c2cccnc12	0	0.7	-0.7	-3
CC(=O)c1cccc(NC(=O)N2C3CCC2CC(NC(=O)NC2CCCCC2)C3)c1 (centres undefined)	-7	0.8	-0.1	3
COc1ccc(OC)c(/C=C2\Oc3c(ccc(O)c3CN3CCOCC3)C2=O)c1	2	-0.5	0.0	-9
COc1ccc(-c2cnc3c(Nc4cc(OC)c(OC)c(OC)c4)nccn23)cc1	-3	1.1	-0.2	-8
COc1ccccc1/C=N/NC(=O)CC(=O)NCC(C)C	14	-0.9	0.0	7
O=C1OC(/C=C\c2cccc([N+](=O)[O-])c2)=NC/1=C/c1ccc(Cl)cc1	2	-0.8	-0.1	3
CCc1c(C)sc(NC(=O)c2nn3c(C(F)(F)F)cc(-c4cccs4)nc3c2Br)c1C#N	-10	0.9	-0.1	-32
COc1cc(/C=C2/SC(=S)N(C(C)C(=O)O)C2=O)cc(Br)c1O (centres undefined)	16	1.0	-0.8	8
Cc1ccccc1CN1CCNC(=O)C1CC(=O)NCCN1CCCCC1=O (centres undefined)	12	-0.2	0.2	-2
Cc1ccccc1OCC(=O)OCC(=O)c1ccccc1	-6	0.2	-0.2	2
C/C(=C\C(=O)c1cccnc1)Nc1ccc(I)cc1	14	1.1	-0.1	5
The listing continues:
SMILES	MITF primary	GPR151 ag	FBW7 activator	TEAD-YAP inh
COc1ccc(S(=O)(=O)N2CCCC2C(=O)Nc2ccc(S(=O)(=O)Nc3cc(C)on3)cc2)cc1 (centres undefined)	0	1.9	-0.1	12
COc1ccc(-c2nnc(-c3ccc4c(c3)OCO4)o2)cc1OC	-2	0.6	-0.1	-26
Cc1ccc(C)n1-n1cnc2scc(-c3ccccc3)c2c1=O	-3	-0.9	-0.1	-1
COCC(C)N1CCC(Oc2cccc(C(=O)NCc3cccnc3)c2)CC1 (centres undefined)	10	-2.1	-0.1	-1
CSc1ccc(CN(C)S(=O)(=O)/C=C/c2ccccc2)cc1	-5	0.9	-0.3	15
CN1CCN(CC#CCC(O)(c2ccccc2)C2CCCC2)CC1 (centres undefined)	12	-0.8	0.0	15
COc1cc(C(=O)NCC(=O)N/N=C(\C)c2ccc(N)cc2)cc(OC)c1OC	-2	0.3	-0.1	-19
CN1CCc2cc(Cl)c(O)cc2[C@@H](c2ccccc2)C1	-3&9&-4	-1.8&-1.4&-0.2	0.0&0.2&-0.1	-13&-8
COc1cc(NC(=O)CSc2nc3[nH]ncc3c(=O)n2-c2ccc(Cl)cc2Cl)cc(OC)c1OC	2	2.4	0.0	21
CCOc1ccc(-n2sc3c(c2=S)-c2cc(C)cc(C)c2NC3(C)C)cc1	-17	-0.6	-0.1	-8
COC(=O)N1CCc2[nH]c3ccccc3c2C1	-6	0.7	0.0	-5
CN(C)CCNC(=O)c1ccc2c(c1)CC(c1nc3ccc(-c4cn[nH]c4)cc3c(=O)[nH]1)CO2 (centres undefined)	22	-0.4	0.1	2
C=CCSc1nc2c(c(=O)[nH]1)C(c1cccs1)C1=C(CCCC1=O)N2 (centres undefined)	2	0.6	0.0	-1
Cn1c(=O)[nH]c(=O)c2c1nc(SCc1cccc(Br)c1)n2CC(O)COc1ccccc1 (centres undefined)	-5	-0.2	-0.1	8
CC(=O)N(C1=C(N2CCCCC2)C(=O)c2ccccc2C1=O)c1ccc(F)c(F)c1	34	-2.6	-0.1	6
Cc1ccccc1CSc1nc2ccccc2c(=O)n1CCc1ccc(S(N)(=O)=O)cc1	-4	0.5	0.0	7
CSc1ccc(/C=C2\C(=N)N3N=C(S(C)(=O)=O)SC3=NC2=O)cc1	8	3.0	0.1	1
COc1ccc(-n2nc3c(c2NC(=O)c2ccc(Cl)cc2)CSC3)cc1	13	0.3	0.1	5
CCCCCCNS(=O)(=O)c1ccc(OC)c(OC)c1	0	1.1	0.0	4
O=C(CCC1(Cc2ccc3ccccc3c2)CCC(=O)N1)NCCc1ccccc1 (centres undefined)	-1	-0.5	0.1	2
O=C(NNC(=S)NCC1CCCO1)c1ccccn1 (centres undefined)	118*	1.2	-1.6	23
O=C(NCCCN1CCOCC1)c1ccc2nc(-c3ccccc3)c(-c3ccccc3)nc2c1	-4	-0.4	-0.1	17
Fc1ccc(-c2[nH]ncc2-c2cncc3ccccc23)cc1	-8	-0.6	-0.2	-4
Cc1sc2ncn(CC(=O)NC(C)c3ccccc3)c(=O)c2c1C (centres undefined)	-7	0.2	0.0	3
O=C1CCCN1C(=O)CSc1nc2cc(Cl)ccc2s1	-9	-0.3	0.1	-1
CC(C)C(=O)NCCNc1ccc(Nc2ccncc2)nn1	0	1.3	-0.1	9
O=C(Nc1nnc(-c2ccccn2)o1)c1ccc(Br)cc1	4	-7.6	-0.1	-6
CC(C)N1CC=C2C(C#N)=C(N)C(C#N)(C#N)C(c3ccc(F)cc3F)C2C1 (centres undefined)	3	-0.1	-0.2	13
Oc1ccccc1-c1[nH]nc(-c2ccccc2)c1-c1ncc[nH]1	2	2.6	-0.1	-9
O=C(NCc1ccc2c(c1)OCO2)c1ccc(Cn2c(=S)[nH]c3ccsc3c2=O)cc1	10	-1.0	0.1	-1
COc1cccc(OCC(O)CN2C(C)CCCC2C)c1 (centres undefined)	10	1.0	0.2	4
C/C(=N\NC(=O)c1cnccn1)c1ccc2ccccc2c1	-11	1.9	-0.1	-39
COc1cc(/C=N/NC(=O)C(C)Nc2n[nH]c(=O)[nH]c2=O)ccc1O (centres undefined)	-10	1.4	-0.1	6
CC(=O)c1ccc(NS(=O)(=O)c2cc3[nH]c(=O)c(=O)[nH]c3cc2C)cc1	5	0.9	0.1	-1
CC(=O)CCc1ccc(Oc2cc([N+](=O)[O-])cc3c2C(=O)Nc2ccccc2O3)cc1	2	-0.1	0.7	-1
CCOC(=O)c1c(NC(=O)/C=C\c2ccccc2)sc2c1CCC2	12	-0.1	0.2	-2
COc1cc2c(cc1NC(=O)CCl)oc1ccccc12	6	1.9	0.0	-6
O=C(N/N=C/c1ccccc1O)C(c1ccccc1)c1ccccc1	-3	0.0	-0.1	2
OC1CCN(c2cc(-c3ccccn3)nc(-c3cccnc3)n2)CC1	16	1.2	-0.1	19
COc1ccc(S(=O)(=O)N2CCCC(C(N)=O)C2)cc1Cl (centres undefined)	-18	0.8	0.3	-6

Copied from the list:
`O=C(NCc1ccc2c(c1)OCO2)c1ccc(Cn2c(=S)[nH]c3ccsc3c2=O)cc1` | MITF primary = 10
`CC(=O)c1ccc(NS(=O)(=O)c2cc3[nH]c(=O)c(=O)[nH]c3cc2C)cc1` | MITF primary = 5
`O=C(NCCCN1CCOCC1)c1ccc2nc(-c3ccccc3)c(-c3ccccc3)nc2c1` | MITF primary = -4

Ordered by molecular weight (high to low): part of the list above.
SMILES	MITF primary	GPR151 ag	FBW7 activator	TEAD-YAP inh
CC(=O)c1ccc(NS(=O)(=O)c2cc3[nH]c(=O)c(=O)[nH]c3cc2C)cc1	5	0.9	0.1	-1
COc1cc(/C=N/NC(=O)C(C)Nc2n[nH]c(=O)[nH]c2=O)ccc1O (centres undefined)	-10	1.4	-0.1	6
COc1cccc(OCC(O)CN2C(C)CCCC2C)c1 (centres undefined)	10	1.0	0.2	4

Entries of single compounds, looked up by structure.
Cc1sc2ncn(CC(=O)NC(C)c3ccccc3)c(=O)c2c1C (centres undefined) as listed: MITF primary: -7; GPR151 ag: 0.2; FBW7 activator: 0.0; TEAD-YAP inh: 3
Cc1cc(CN(C)C(=O)CC2(c3cccc(F)c3)CC(=O)N(Cc3cccnc3)C2=O)n[nH]1 (centres undefined) as listed: MITF primary: 13; GPR151 ag: 12*; FBW7 activator: 0.3; TEAD-YAP inh: 0
O=C(Nc1ccccc1C(=O)c1ccccc1)c1ccc2c(c1)OCO2 as listed: MITF primary: -3; GPR151 ag: -0.1; FBW7 activator: -0.2; TEAD-YAP inh: 7
